Source: PubChem
Tau fluor counter = counter-screen for tau fibril formation inhibitors; tau K18 P301L Alexa594 fluorescence, heparin fibrillization; Potency, µM (series often up to 57.7 µM), for inactives: at the top dose activity change, negative = decrease; 280,000 compounds, 0.93% hits; AID 1463; also: % is scaled to controls: 0 for no effect and ±100 for the full control effect; nearly all actives have a fitted effect of over 55% in size
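Human tau K18 P301L (15 uM unlabeled, 0.24 uM Alexa 594-labeled) in 100 mM sodium acetate pH 7 with 20 uM heparin, 6 hr at 37 C. ThT 30 uM added, 1 hr ambient; Alexa 594 FP and total fluorescence read at 555/632 nm.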
TRb SRC2 PPI = inhibitors of human thyroid hormone receptor beta-SRC2 interaction. TRbeta-SRC2 peptide binding, fluorescence polarization; receptor liganded with 1 µM T3. Potency, µM (titrated, usually from 106 µM), for the others: top-dose activity change, negative = inhibition, actives largely listed as inhibitors. 280,000 compounds, 0.065% hits;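 also: plate controls were bound peptide for no effect and peptide without receptor for full effect; nearly all actives have a fitted effect of over 50% in size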
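Binding of a 20-amino-acid Texas Red SRC2 peptide (20 nM) to TRb ligand-binding domain (0.6 uM) with agonist T3 at 1 uM was followed by fluorescence polarization after a 5 hr room-temperature incubation.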
RECQ1 inh = blocks DNA unwinding by human RECQ1. 240,000 compounds, 0.54% hits. Potency, µM (titrated, usually from 57.3 µM), inactives show top-dose activity, negative = inhibition, usual class: inhibitors. RECQ1 DNA unwinding, red fluorescence kinetic read. P46063;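 also: plate controls were vehicle for no effect and no enzyme for full effect; nearly all actives have a fitted effect of over 30% in size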
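50 nM RECQ1T1 preincubated 15 min with compound in Tris pH 8.0 buffer with MgCl2, DTT, Tween-20 and 2.5 ug/ml poly(dI-dC); started with 200 nM TAMRA/BHQ-2 forked duplex and 2 mM ATP. Unwinding read as fluorescence (525/598 nm), two reads 2 h apart.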
L3MBTL1 inh = blocks human L3MBTL1; Q9Y468; Potency, µM (titrated, usually from 57.1 µM), without a hit: top-dose activity, negative = inhibition, actives largely listed as inhibitors; 230,000 compounds, 0.66% hits; AlphaScreen L3MBTL1–H3K9me1 peptide binding; also: % is scaled to controls: 0 for no effect and ±100 for the full control effect; nearly all actives have a fitted effect of over 60% in size
Target sequence (Q9Y468 whole entry, looked up): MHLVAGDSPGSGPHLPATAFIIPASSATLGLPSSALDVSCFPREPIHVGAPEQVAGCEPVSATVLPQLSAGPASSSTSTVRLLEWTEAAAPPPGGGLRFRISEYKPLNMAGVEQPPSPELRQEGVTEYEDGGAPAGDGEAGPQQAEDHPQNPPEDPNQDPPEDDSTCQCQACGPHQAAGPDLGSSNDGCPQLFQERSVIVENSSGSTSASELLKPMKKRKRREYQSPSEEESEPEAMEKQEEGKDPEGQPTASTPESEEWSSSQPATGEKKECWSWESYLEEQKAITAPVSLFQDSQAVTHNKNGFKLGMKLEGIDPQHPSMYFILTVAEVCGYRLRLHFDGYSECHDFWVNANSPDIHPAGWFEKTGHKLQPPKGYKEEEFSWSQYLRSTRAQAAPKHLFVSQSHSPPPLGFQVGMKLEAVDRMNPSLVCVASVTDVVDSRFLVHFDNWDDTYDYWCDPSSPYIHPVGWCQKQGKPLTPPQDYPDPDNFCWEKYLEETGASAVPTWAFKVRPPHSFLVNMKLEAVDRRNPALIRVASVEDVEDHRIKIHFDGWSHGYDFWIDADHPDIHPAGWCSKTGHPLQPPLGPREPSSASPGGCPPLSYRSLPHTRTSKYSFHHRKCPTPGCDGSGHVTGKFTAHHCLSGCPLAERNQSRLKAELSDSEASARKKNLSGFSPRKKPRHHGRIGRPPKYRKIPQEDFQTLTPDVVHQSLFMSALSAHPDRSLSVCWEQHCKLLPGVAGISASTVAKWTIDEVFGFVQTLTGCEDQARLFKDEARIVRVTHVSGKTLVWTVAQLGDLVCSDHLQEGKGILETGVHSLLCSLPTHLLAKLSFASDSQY
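AlphaScreen assay: L3MBTL1 (50 nM final) was preincubated 30 min at room temperature with biotinylated H3(1-15)K9me1 peptide (75 nM final), then 30 min with library compounds; streptavidin donor and nickel chelate acceptor beads (10 ug/mL final) added, 30 min dark.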
Tau FP inhib = blocks human tau fibril formation measured by polarization. Potency, µM (highest dose often 57.7 µM), for inactives: top-dose activity, negative = inhibition, usual class: inhibitors. K18 P301L tau heparin fibrillization, Alexa594 FP, 6 h. 280,000 compounds, 0.39% hits. AID 1468; also: % is scaled to controls: 0 for no effect and ±100 for the full control effect; nearly all actives have a fitted effect of over 55% in size
Target sequence (P10636 561-689 P618L limits assumed): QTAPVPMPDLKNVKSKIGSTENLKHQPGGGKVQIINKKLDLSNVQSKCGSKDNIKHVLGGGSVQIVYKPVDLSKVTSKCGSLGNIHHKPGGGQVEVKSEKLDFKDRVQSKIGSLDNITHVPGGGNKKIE
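Steps: dispense K18 P301L tau (15 uM plus 0.24 uM Alexa 594 tracer, final) in pH 7 sodium acetate; add compound; add heparin (20 uM final); incubate 6 hr, 37 C; add ThT (30 uM final); after 1 hr ambient, read FP.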
TexasRed fluor = counter-screen for TRb-SRC2 inhibitors: fluorescence interference | TRb/SRC2 Texas Red total fluorescence interference | 280,000 compounds, 0.29% hits | Potency, µM (highest dose often 106 µM), for the others: top-dose fluorescence change, negative = quenching; active = well fitted curve in either direction with a large enough effect; inconclusive = small, poorly fitted or top-dose-only effect; also: % is scaled to controls: 0 for no effect and ±100 for the full control effect
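Human TRb ligand-binding domain at 0.6 uM with 20 nM Texas Red SRC2 peptide in Tris buffer containing 1 uM T3 and 5% DMSO, incubated with compound 5 h at ambient temperature. Total fluorescence (555/632 nm) calculated as parallel + 2 × perpendicular.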
Tau ThT inhib = inhibitors of human tau fibril formation, thioflavin T binding; Potency, µM (titrated, usually from 57.4 µM), without a hit: at the top dose activity, negative = inhibition, actives largely listed as inhibitors; 270,000 compounds, 2.1% hits; P10636; recombinant tau K18 P301L, heparin-induced fibrillization, ThT fluorescence; also: % is scaled to controls: 0 for no effect and ±100 for the full control effect; nearly all actives have a fitted effect of over 55% in size
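Using a mix of unlabeled (15 uM) and Alexa 594-labeled (0.24 uM) tau K18 P301L, heparin-triggered fibrillization over 6 hr at 37 C was scored by ThT fluorescence.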
HTT ATP protect = Huntington cell model cytoprotection by ATP luminescence. PC12 HTT-Q103 induced, cytoprotection, ATP luminescence, 40 h. Potency, µM (series often up to 56.4 µM), for inactives: cytoprotection (ATP increase), most hits filed as activators. 230,000 compounds, 0.14% hits;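 also: % of control where 0% means no effect; nearly all actives have a fitted effect of over 45% in size; toxic huntingtin expression switched on by the ecdysone agonist tebufenozide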
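Rat PC12, Q103 Htt exon1-GFP fusion, ecdysone promoter; tebufenozide inducer 100 nM final; compound titration; qHTS, 1500 cells/well; ATPlite luminescent read.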
* = called active by the depositor; i = inactive; ? = inconclusive; . = no result given; & = joins results of further samples; ! = not confirmed by another sample; [ ] = dose if it differs, or a comment. Unless noted, calls follow the shape of the dose curve; as a rule, active = well fitted curve in the direction sought with a large enough effect; inconclusive = small, poorly fitted or top-dose-only effect, or another doubt; inactive = no such curve, though single readings can be large; an effect the other way counts as inactive or inconclusive. Potency is read from the fitted curve at half-maximal effect.

SMILES	Tau fluor counter	TRb SRC2 PPI	RECQ1 inh	L3MBTL1 inh	Tau FP inhib	TexasRed fluor	Tau ThT inhib	HTT ATP protect
COc1ccccc1-c1c(C)nn2c(N3CCC4(CC3)OCCO4)cc(C)nc12	-10%	3%	-8%	6%	4%	-3%	-6%	-25%[1.9 µM]
CC1CCCN(S(=O)(=O)c2ccc3c(c2)c(=O)nc2ccccn23)C1 (configuration not stated)	3%	1%	.	.	3%	-1%	9%	.
CC(=O)N1CCC(O)(c2cccc(C(F)(F)F)c2)CC1	2%	-13%	-10%	-1%	-3%	-1%	5%	-7%[10 µM]
Cc1ccc(NC(=O)NC2CCCCC2)cc1Cl	2%	3%	-1%	1%[11.4 µM]	4%	-3%	-1%	-22%
COc1cccc(-n2ccnc2SCC(=O)Nc2cccc3ccccc23)c1	-15%	0%	.	.	7%	?	-10%	.
Cc1ccc2[nH]c(=O)c(CN(CC3CCCO3)C(=O)c3ccncc3)cc2c1 (configuration not stated)	6%	-9%	-4%	7%	7%	0%	-1%	-7%[0.074 µM]
COc1ccc(C2Oc3nc(SC)nnc3-c3ccccc3N2C(C)=O)cc1 (configuration not stated)	4%	5%	.	.	7%	-2%	1%	.
O=C(COC(=O)c1cc(S(=O)(=O)N2CCOCC2)ccc1O)NCCc1ccccc1	-5%	0%	18%	.	4%	-1%	-3%	15%
CCCC(C)C(=O)Nc1cc([N+](=O)[O-])ccc1Cl (configuration not stated)	-4%	9%	-4%	6%	5%	-2%	-2%	-17%
CCC(=O)Oc1ccc(C(=O)Nc2ccccc2C(=O)NCC(C)C)cc1	9%	5%	-3%	10%	9%	-2%	7%	.
O=C(NC1CCCC1)C(c1ccc(N2CCOCC2)cc1)N(C(=O)c1ccco1)c1ccccc1F (configuration not stated)	-4%	1%	i	-12%	-4%	-1%	-8%	-9%[10 µM]
COc1ccc(/C=C2\CCc3ccccc3C2=O)cc1OC	-18%	-1%	8%	-1%	3%	-1%	?	-66%[inhibitor]
Cc1c(C(=O)NC2CCCc3ccccc32)oc2ccc(S(=O)(=O)N3CCCC3)cc12 (configuration not stated)	-3%	-15%	-6%	.	-12%	-1%	-4%	-34%
COc1ccc(C(=O)Nc2ccc(S(=O)(=O)N3CCCC3)cc2)cc1	-17%	1%	i	-4%	-13%	0%	0%	-25%
COC(=O)c1c(NC(=O)c2c(Cl)cnn2C)sc(C)c1C	-10%	-9%	-4%	13%	-5%	0%	-11%	6%[10 µM]
COC(=O)[C@@]1(Cc2ccc(OC)cc2)[C@H]2c3cc(C(=O)N4CCCC4)n(CCc4c[nH]c5ccccc45)c3C[C@H]2CN1C(=O)c1ccccc1	-23%	3%	-9%	.	-13%	-6%	-16%	16%
COc1ccccc1NC(=O)[C@H](COCc1ccccc1)NC(=O)OC(C)(C)C	-12%	6%	-8%	4%	1%	1%	-12%	-2%
CC(=O)N1c2ccc(Cl)cc2C2C=CCC2C1c1cccc2ccccc12 (configuration not stated)	-16%	8%	2%	?	-12%	0%	?	-62%[inhibitor][10 µM]
CCCN(CCC)C(=O)CSc1nnc2cc(C)c3cc(C)cc(C)c3n12	-8%	-4%	.	.	-5%	-10%	-6%	.
CCOC(=O)C(CCCOc1ccccc1C)C(=O)OCC	-8%	-7%	i	.	3%	-8%	-2%	5%
COc1ccc(-n2c(C)cc(-c3csc(N)n3)c2C)cc1	?	-1%	-1%	1%	-5%	?	?	1%[1.9 µM]
CCc1nc2ccccc2c(=O)n1NC(=O)c1c(O)c2ccccc2n(CC)c1=O	-5%	6%	i	4%	-4%	0%	-7%	21%[10 µM]
CN(C)CCCOC(=O)c1ccc(Cl)cc1	2%	-22%	i	.	1%	0%	-2%	-13%
CC(C)Cc1csc(NC(=O)c2ccc(Cl)cc2)c1C(=O)O	-17%	5%	-1%	8%	15%	3%	?	11%[10 µM]
Cc1cc2ccccc2n1CCNC(=O)COc1ccc2ccccc2c1	?	2%	-3%	0%	-10%	2%	?	0%[10 µM]
(continued)
SMILES	Tau fluor counter	TRb SRC2 PPI	RECQ1 inh	L3MBTL1 inh	Tau FP inhib	TexasRed fluor	Tau ThT inhib	HTT ATP protect
Cc1ccc2[nH]c3c(=O)n(CC(=O)NCCCN4CCN(c5ccc(F)cc5)CC4)ncc3c2c1	-16%	3%	.	.	-3%	1%	?	.
C[C@@](Cc1ccc(O)c(O)c1)(NN)C(=O)O	?	-3%&2%&0%&-8%	-3%&5%&-6%&-19%	4%	?	-3%&0%&1%&-3%	14µM*!	-134%&-1%[inhibitor]
CCc1ccc(S(=O)(=O)NCCc2cn3ccc(C)cc3n2)s1	1%	6%	-4%	1%	3%	-2%	4%	.
CC(=O)c1ccc(NC(=O)Nc2ccc3snnc3c2)cc1	?	8%	.	.	?	-2%	?	.
Cc1sc2ncnc(SCC(=O)NCC(C)C)c2c1C	-4%	3%	14%	.	8%	1%	-8%	9%
O=C(CSCc1ccc(Cl)cc1)Nc1cc([N+](=O)[O-])ccc1O	-17%	1%	i	-17%	8%	-3%	?	32%[10 µM]
O=C(O)c1ccccc1[N+](=O)[O-]	.	-1%	-9%	.	.	0%	.	-8%
COc1ccc(NCc2nnc(SCC(=O)NCc3ccco3)n2-c2ccccc2OC)cc1	1%	5%	-7%	-4%	12%	2%	0%	13%[10 µM]
Cc1ccc2oc(-c3ccc(C)c(NC(=O)c4ccc5c(c4)OCCO5)c3)nc2c1	-29%	11%	.	.	-12%	-5%	-8%	.
Cc1sc2ncnc(SCC(=O)NC(=O)NCc3ccco3)c2c1C	1%	8%	?	?	5%	-4%	-12%	-10%
Cc1cccc(N2CCN(C(=O)CCCOc3ccccc3)CC2)c1C	-5%	-9%	-6%	.	17%	1%	?	7%
COCCNC(=S)N/N=C1\CC(C)CC(C)(C)C1 (configuration not stated)	2%	-5%	-13%	6%	-7%	-3%	0%	15%[10 µM]
C[C@H]1Cc2c(-c3ccccc3)nc3c(c2CO1)CN(C(=O)Cc1cccs1)CC3	3%[11.6 µM]	-2%[11.2 µM]	i[11.5 µM]	.	-1%[11.6 µM]	-3%[11.2 µM]	-2%[11.5 µM]	-16%[10 µM]
COC(=O)c1nnc(N[C@@H](Cc2c[nH]c3ccccc23)C(=O)OC)nc1C(=O)OC	-4%	-3%	2%	.	5%	-2%	2%	-20%
Cc1ccc(NC(=O)CN2C(=O)c3ccccc3Sc3ccc(C(=O)N4CCCC4)cc32)cc1	-2%	-2%	.	.	8%	-2%	-3%	.
COc1ccc(C2=CC3=C(Br)C(=O)C(C)(OC(=O)c4ccco4)C(=O)C3=CO2)cc1 (configuration not stated)	?	10%&17%	-23%	.	?	-4%&-20%	16µM*	13%
CCCCn1c(=O)c2oc3ccccc3c2n(CC(=O)Nc2cccc(Cl)c2)c1=O	-11%	6%	.	.	?	-2%	11%	.
Cc1cc(N)c(NC2=CC(=O)CC(C)(C)C2)cc1C	-4%	1%	i	7%	7%	-10%	?	-9%
CCCOC(=O)c1ccc(OCC(O)Cn2c(C)nc3ccccc32)cc1 (configuration not stated)	-18%	5%	0%	-2%	0%	0%	?	-14%[10 µM]
O=C(c1ccccc1)c1ccc2nc(-c3ccc(NC(=O)c4ccccc4F)cc3)[nH]c2c1	-16%	7%	-4%	2%	?	1%	?	-26%
O=C(NNC(=S)NC1CCCCC1)c1cccs1	-15%	-5%	13%	-10%	-6%	0%	-15%	33%[10 µM]
COc1ccc(NC(=O)CN(c2ccccc2OC)S(C)(=O)=O)c(OC)c1	-3%	7%	.	.	3%	0%	1%	.
CCc1c(C)n([O-])c2c([n+]1=O)CCCCC2	8%	-13%	-2%	-4%	4%	0%	-2%	21%
CCOC(=O)c1c[nH][nH]c1=O	-3%	2%	0%	.	-4%	-2%	.	1%[10 µM]
COc1ccccc1C(=O)C1CCCN(C(=O)CCC(=O)c2ccccc2)C1 (configuration not stated)	-5%	-6%	-5%	-12%	-4%	-4%	?	-27%
The list goes on.
SMILES	Tau fluor counter	TRb SRC2 PPI	RECQ1 inh	L3MBTL1 inh	Tau FP inhib	TexasRed fluor	Tau ThT inhib	HTT ATP protect
O=C(Nc1nnc(CCOCCOCCc2nnc(NC(=O)c3ccco3)s2)s1)c1ccco1	-7%	-6%	1%	.	-6%	-3%	?	-1%
COc1cccc(NC(=O)CSc2ncc3c(n2)-c2ccc(Cl)cc2N(C)S3(=O)=O)c1	-22%	7%	.	.	?	-1%	-15%	.
O=C(O)c1ccc(-c2nc(-c3ccc(Cl)cc3)cs2)cc1	-16%	0%	-2%	-10%	5%	-3%	-9%	-49%[inhibitor]
CCCS(=O)(=O)N1CCCC(C(=O)NCCCN2CCN(c3ccccc3F)CC2)C1 (configuration not stated)	-1%	6%	0%	-3%	-3%	3%	0%	-2%
O=c1[nH]c2ccc(Cl)cc2c(-c2ccccc2)c1SC(=S)N1CCCCC1	-27%	1%	i	.	-1%	-2%	-17%	-9%
CCOC(=O)N1CCN(CCC(=O)Nc2cc([N+](=O)[O-])ccc2OC)CC1	0%	0%[53 µM]	-2%	9%	-5%	-3%[53 µM]	2%	5%[10 µM]
C/C=C(\C)CN1CCN(c2cccc(C)c2C)CC1	-2%	-1%	-5%	6%	4%	-2%	-6%	-4%
Cc1ccc(CC2CC(=O)N(Cc3ccco3)C2=O)cc1 (configuration not stated)	-1%	1%	-5%	-4%	-10%	3%	-20%	10%

Whole records, looked up by structure. Order of screens: Tau fluor counter, TRb SRC2 PPI, RECQ1 inh, L3MBTL1 inh, Tau FP inhib, TexasRed fluor, Tau ThT inhib, HTT ATP protect
`O=C(O)c1ccc(-c2nc(-c3ccc(Cl)cc3)cs2)cc1` across the screens: -16%, 0%, -2%, -10%, 5%, -3%, -9%, -49%[inhibitor]
`CCOC(=O)N1CCN(CCC(=O)Nc2cc([N+](=O)[O-])ccc2OC)CC1` across the screens: 0%, 0%[53 µM], -2%, 9%, -5%, -3%[53 µM], 2%, 5%[10 µM]
`O=C(Nc1nnc(CCOCCOCCc2nnc(NC(=O)c3ccco3)s2)s1)c1ccco1` across the screens: -7%, -6%, 1%, ., -6%, -3%, ?, -1%

These rows are one share of the data; rates above refer to the full screens.
